MT1-MMP act inh: blocks activation of human MT1-MMP. P50281. HT1080 RFP-PRO-GFP cells, GFP/RFP ratio fluorescence, overnight; percent of plate control window, DMSO zero. GFP/RFP ratio change, % at 20 µM. actives 0.061% (n = 360,000). AID 651647;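 active = GFP/RFP ratio change of at least 30% with cell ATP level not reduced by more than half and red fluorescence within 50% of control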; note: strong numbers were not always called active
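Material – HT1080 RFP-PRO-GFP cells · Control set – DMSO wells and RFP-L50D-GFP cells · Incubation – overnight cell settling, then overnight compound exposure, 37 °C, 5% CO2 · Compound dosing – single-point 20 µM compound, 1% DMSO · Read-out – GFP/RFP fluorescence ratio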
SKN-1 block: inhibitors of C. elegans SKN-1; C. elegans VP596 Pgst-4::GFP/RFP ratio, acrylamide-induced, 24 h; inhibition, % at 21.8 µM; actives 0.49% (n = 360,000); AID 624304;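 active = interference check ratio from 0.5 to 1.5 plus GFP to RFP signal ratio inhibition reaching or exceeding a fixed threshold, cut at about 30% in these data, passing the limit was not always enough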; note: some compounds called inactive have numbers as strong as hits
Scp-1 inhibitor: Scp-1 (human) phosphatase inhibition; inhibition, % at 20 µM; Recombinant Scp1, phosphopeptide, malachite green phosphate absorbance; Q9GZU7; AID 493091; actives 0.88% (n = 340,000);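 active = inhibition above about 50% at 20 µM, limit read from the data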;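 note: plate controls were DMSO wells with enzyme for no effect and wells lacking enzyme for full effect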
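System: truncated SCP-1 phosphatase (76-261aa); medium: Tris acetate buffer pH 5.5 with MgCl2 and Tween-20; incubation: 45 min room-temperature reaction, 5 min colour, 30 min stabiliser; compound: single 20 µM dose, 1% DMSO; reagent: Phosphorylated 17-residue peptide substrate; read-out: % inhibition at 20 µM; technique: colorimetric free-phosphate detection, absorbance 630 nm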
NadD block: inhibitors of Staphylococcus aureus NadD | purified NadD enzyme, colorimetric absorbance read-out | inhibition, % at 20 µM | actives 0.78% (n = 360,000); in the data active = inhibition above about 26%; note: some compounds past the cut are filed as inactive
CendR NRP1 mod: NRP-1/CendR interaction modulation; FAM-RPARPAR peptide binding to NRP-1, fluorescence polarization; AID 602438; inhibition, % at 25 µM; actives 0.85% (n = 360,000); O14786;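 active = inhibition or corrected inhibition above about 18%, plus a signal ratio from 0.5 to 1.5, limit read from the data, passing the limit was not always enough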; note: strong numbers were not always called active
SUMO1 PPI mod: modulators of human SUMO1-mediated protein-protein interactions | P63165 | SUMO1 binding to a labelled peptide, TR-FRET, 1 h | inhibition, % at 20 µM | actives 0.33% (n = 360,000) | AID 602429; in the data active = inhibition above about 37%
DNMT1 inh: blocks human DNA methyltransferase DNMT1 | DNMT1 molecular beacon, Hinp1I cleavage, fluorescence | AID 588458 | inhibition (reported as % activation of signal), % at 10 µM | P26358 | actives 0.83% (n = 360,000); in the data active = inhibition above about 50%
Target sequence (P26358 504-1616 limits assumed): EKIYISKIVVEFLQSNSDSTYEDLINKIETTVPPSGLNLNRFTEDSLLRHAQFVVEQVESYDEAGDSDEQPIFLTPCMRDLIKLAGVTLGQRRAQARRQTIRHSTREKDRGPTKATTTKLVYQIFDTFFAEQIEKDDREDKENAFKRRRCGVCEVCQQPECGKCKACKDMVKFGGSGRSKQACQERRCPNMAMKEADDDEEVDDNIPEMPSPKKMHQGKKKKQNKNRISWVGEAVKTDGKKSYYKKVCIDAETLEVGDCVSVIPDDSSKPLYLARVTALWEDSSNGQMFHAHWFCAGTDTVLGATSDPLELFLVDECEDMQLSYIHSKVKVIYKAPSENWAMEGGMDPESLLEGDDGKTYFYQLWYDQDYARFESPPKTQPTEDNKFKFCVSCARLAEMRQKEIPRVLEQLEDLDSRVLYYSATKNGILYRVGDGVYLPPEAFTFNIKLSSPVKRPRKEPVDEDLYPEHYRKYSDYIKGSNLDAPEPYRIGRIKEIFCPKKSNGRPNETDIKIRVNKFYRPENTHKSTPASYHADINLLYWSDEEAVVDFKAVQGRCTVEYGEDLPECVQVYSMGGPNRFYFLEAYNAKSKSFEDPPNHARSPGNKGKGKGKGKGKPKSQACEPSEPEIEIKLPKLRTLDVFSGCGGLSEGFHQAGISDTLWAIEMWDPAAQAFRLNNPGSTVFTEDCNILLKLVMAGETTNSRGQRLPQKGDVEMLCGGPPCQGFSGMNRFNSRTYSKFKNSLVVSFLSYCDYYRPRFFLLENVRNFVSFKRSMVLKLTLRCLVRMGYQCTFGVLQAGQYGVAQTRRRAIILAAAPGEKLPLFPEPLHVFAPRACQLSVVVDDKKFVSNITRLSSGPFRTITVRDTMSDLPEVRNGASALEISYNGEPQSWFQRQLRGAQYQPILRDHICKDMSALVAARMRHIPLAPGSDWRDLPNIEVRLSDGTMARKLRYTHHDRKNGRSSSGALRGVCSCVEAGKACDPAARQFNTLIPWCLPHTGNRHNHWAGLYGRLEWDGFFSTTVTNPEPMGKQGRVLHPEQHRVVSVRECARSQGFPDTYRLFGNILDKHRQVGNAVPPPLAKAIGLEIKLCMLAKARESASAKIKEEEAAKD
LMPTP inh: blocks human LMPTP phosphatase. P24666. recombinant LMPTP-A, OMFP fluorogenic substrate, fluorescence intensity. inhibition, % at 20 µM. actives 0.22% (n = 360,000);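 active = compounds that cut the enzyme signal by at least half of the control window in the single-dose screen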;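 note: plate controls were DMSO wells with enzyme plus substrate for no effect and substrate without enzyme for full effect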
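Assay system: LMPTP-A, protein tyrosine phosphatase of low molecular weight / Medium: pH 6.0 Bis-Tris buffer with DTT and Triton X-100 / Schedule: 50 min enzyme reaction at room temperature, protected from light / Measured by: endpoint fluorescence intensity from OMFP dephosphorylation / Read-out basis: % inhibition relative to no-enzyme and uninhibited control wells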
STEP block: STEP (human) phosphatase inhibition. P54829. recombinant STEP, OMFP fluorogenic substrate, fluorescence. inhibition, % at 20 µM. actives 0.25% (n = 360,000);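 active = inhibition at 20 µM, scaled per plate between control wells, above about 37%, limit read from the data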;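 note: 0% = DMSO with enzyme and substrate and 100% = substrate only without enzyme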
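medium = Bis-Tris buffer pH 6.0, 2.5 mM DTT, 0.005% Tween 20 | test system = STEP (striatal-enriched tyrosine phosphatase) enzyme, cell-free | measure = normalized % inhibition | compound dosing = 20 µM, 1% DMSO | also added = 25 µM OMFP | schedule = reaction 20 min, ambient temperature | measured by = fluorescence read at 480 nm ex / 540 nm em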
Rpn11 inh: Rpn11 (human) deubiquitinase inhibition; O00487; human 26S proteasome, Ub4-pepOG fluorescence polarization; 20S core pre-blocked with epoxomicin; calls only at 20 µM; actives 0.59% (n = 360,000); AID 588493;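 active = inhibition at 20 µM, scaled to each plate's controls, above about 33%, limit read from the data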
* hit, by the source's call; i = inactive; x = no result given.

SMILES	MT1-MMP act inh	SKN-1 block	Scp-1 inhibitor	NadD block	CendR NRP1 mod	SUMO1 PPI mod	DNMT1 inh	LMPTP inh	STEP block	Rpn11 inh
O=C1N(Cc2cccnc2)C[C@@H]2C[C@@H](c3cccc(OCc4ccccc4)c3)N3CCC[C@@]123	-7.8	7.3	-0.8	2.5	-8.8	-1.7	-11.7	0.5	0.8	i
CCOc1ccc(C)cc1S(=O)(=O)NC1CCCCC1	1.7	2.8	-7.3	1.2	1.6	2.7	-0.8	0.5	-0.7	i
c1ccc(CCN(Cc2ccccc2)Cc2nc(C3CC3)no2)cc1	-7.2	0.6	-6.5	8.9	-8.9	6.7	-0.4	0.1	2.9	i
COCCOC(=O)C1=C(C)NC(=O)NC1c1cc2c(cc1Br)OCO2 (stereo not drawn)	-1.0	-11.3	-6.5	-3.0	7.7	1.3	1.8	-0.6	-0.1	i
CN(CCCC(=O)Nc1ccncc1)S(=O)(=O)c1ccc(Cl)cc1	0.4	2.0	-3.6	-4.2	6.7	-1.8	0.9	-0.3	-1.6	i
CCCCN(C(=O)Nc1ccccc1)C1CCS(=O)(=O)C1 (stereo not drawn)	4.2	-5.9	-9.3	-3.6	6.6	3.8	3.3	-1.1	-1.1	i
O=C(C1=NN[C@@H]2C(=O)N(c3cccc(C(F)(F)F)c3)C(=O)[C@H]12)C(c1ccccc1)c1ccccc1	0.0	14.4	-5.3	14.1	-14.0	-11.5	-11.0	3.7	-1.7	i
Cc1cccc(C)c1NC(=O)C1(C)CSCC(=O)N1CC(C)C (stereo not drawn)	x	0.1	x	x	-2.6	1.9	x	-2.5	x	x
CCn1cc(CN2CCC(C(=O)Nc3cccc(-c4cccc(F)c4)c3)CC2)cn1	0.6	-0.8	1.0	-7.9	19.3	-1.4	-1.3	-0.1	-0.1	i
CCOC(=O)N1CCN(C(=O)COc2ccc([N+](=O)[O-])cc2)CC1	6.6	-3.1	2.7	-4.8	4.6	-10.0	3.8	-1.1	0.4	i
Cc1ccc(NC(=O)c2cc(S(=O)(=O)N3CCOCC3)cn2C)c(C)c1	4.8	-14.6	2.4	1.8	-7.8	-0.8	1.9	-0.2	2.7	i
CCOC(=O)c1c(C)[nH]c(C(=O)OCC(=O)NCc2ccco2)c1C	-3.2	15.8	x	0.9	-21.5	-1.7	0.9	0.0	-3.6	i
CN1C(=O)C(C)(C)c2cc(S(=O)(=O)NCC3CCC(C(=O)NCc4ccc(F)cc4)CC3)ccc21 (stereo not drawn)	1.3	11.4	-8.5	-3.0	-5.8	-2.3	1.9	0.1	2.2	i
CCOC(=O)C(Cc1ccccc1)NC(=O)CCc1nnc2ccc(N3CCCCC3)nn12 (stereo not drawn)	3.3	4.5	-1.4	-0.8	5.1	-2.0	1.2	0.1	-0.3	i
Cc1ccc(NS(=O)(=O)c2ccc(OCC(=O)NCc3ccco3)cc2)cc1	-13.3	12.8	0.3	-0.1	4.2	6.5	-2.2	0.6	-2.1	i
O=C(Cc1ccccc1[N+](=O)[O-])OCC(=O)N1CCN(c2ccccc2)CC1	-2.8	-1.7	-4.9	2.2	12.3	-12.8	2.4	-0.7	-0.8	i
CC(NC(=O)c1cc2c(s1)CCCC2)C(C)(C)C (stereo not drawn)	-3.0	7.4	9.1	-3.0	3.1	1.6	-1.5	0.1	2.8	i
COCC(=O)NNC(=O)c1ccccc1OC	-0.9	-5.0	-4.6	2.5	13.1	1.5	15.5	-1.0	-2.3	i
Cc1cc(=O)oc2c1c(C)nn2-c1nn[nH]n1	-8.0	1.3	68.1*	7.2	1.1	3.1	0.8	-3.1	-1.4	i
COc1ccc(CCN2CC(C(=O)NCc3cccc4[nH]ccc34)CCC2=O)cc1 (stereo not drawn)	0.7	14.4	-4.8	2.6	-0.8	15.3	-2.3	-0.6	-5.2	i
Cc1cc(C)nc(Nc2ncc(O)n2-c2ccccc2)n1	9.9	-0.3	-7.2	3.1	1.8	1.5	-0.1	-0.2	-5.7	i
CC1CN2C(c3ccc(Cl)cc3)=CSC2=N1 (stereo not drawn)	5.6	-29.6	-0.6	-2.6	7.2	-4.0	0.8	-1.2	3.8	i
CCOC(=O)C1CCCN(C(=O)c2cc3cc(Br)ccc3oc2=O)C1 (stereo not drawn)	-2.2	-4.0	6.1	-1.9	3.5	-2.4	1.8	-1.1	-0.9	i
Cc1nn(Cc2ccccc2)c(=O)n1N(C)c1ncc(C(F)(F)F)cc1Cl	-3.6	5.1	-9.1	-0.8	2.4	1.8	-2.2	1.2	-0.8	i
CCCCOC(=O)Nc1cccc(C(=O)OCC)c1	-5.9	-22.8	-0.5	-5.5	5.0	0.6	-3.9	0.7	-1.5	i
CN(c1ccc(C(=O)O)cc1)S(=O)(=O)c1ccc(Cl)cc1	-0.3	5.9	-3.2	-2.4	4.2	2.5	-0.4	-2.0	-2.1	i
COc1cccc(NC(=O)CSc2nn3c(=O)c(C)nnc3s2)c1	-0.7	-3.8	-6.1	1.3	2.6	-3.1	1.3	-1.0	-1.5	i
CCOc1cc(-c2cc(-c3ccc(C)cc3)nc(N)c2C#N)ccc1O	-26.2	12.2	-0.1	11.1	-56.6	-0.3	-17.9	7.3	-3.5	i
COc1ccc(OC)c(NC(=O)C2CCCCC2C(=O)O)c1 (stereo not drawn)	1.2	5.3	0.5	-5.4	-2.1	2.0	-10.1	-0.5	-3.1	i
O=C(COC(=O)c1cc(-c2cccnc2)nc2ccccc12)Nc1ccc(F)cc1F	-14.1	5.3	1.2	3.8	-44.1	-12.0	-8.9	1.1	-4.8	i
O=c1c(-c2ccco2)[n+]([O-])c2ccccc2n1OCc1ccccc1	-29.2	12.8	-5.9	3.0	-7.3	-18.0	-4.3	4.1	0.6	i
CC(C)c1csc(CN2CCCC(CCC(=O)NCc3ccccc3F)C2)n1 (stereo not drawn)	-2.8	5.8	-3.9	-2.8	-9.0	2.6	-2.3	-1.5	1.5	i
CCCCNC(=O)C1CCCN(S(=O)(=O)c2ccc(-n3cnnn3)cc2)C1 (stereo not drawn)	0.0	4.6	-7.6	0.2	-3.3	3.2	7.0	-1.2	-17.0	i
Cc1cccc(Oc2c(C=O)c3ccccc3n2C)c1	-2.4	2.6	-1.9	-3.3	3.1	1.7	0.6	0.8	1.1	i
CCCCCCCCNc1ncnc2[nH]ncc12	11.6	3.6	-12.4	-2.8	-0.1	11.8	-1.9	-8.4	-1.3	i
COc1ccc(-c2cc(C(=O)N3CCN(c4ncccn4)CC3)c3ccccc3n2)cc1	-2.4	12.6	1.1	0.2	-13.1	-8.9	-0.4	1.2	0.6	i
O=C(O)c1cccc(N2C(=O)c3cccc4c(Cl)ccc(c34)C2=O)c1	-28.3	14.0	-2.5	1.4	8.9	-9.3	2.0	0.0	-0.8	i
CCOc1ccc(CNC(=O)c2nnc(CS(=O)(=O)c3ccccc3)o2)cc1OC	0.3	2.8	-1.2	-7.8	10.7	0.3	39.4	-1.8	-1.9	i
c1ccc(C[C@H]2CN=C(Nc3ccccc3)N2CCCC2CCCC2)cc1	3.6	-1.5	9.3	-5.6	4.6	-1.4	8.8	-1.9	36.9	i
O=C(COC(=O)Cc1n[nH]c(=O)c2ccccc12)Nc1c(Br)cc([N+](=O)[O-])cc1Br	-1.7	8.0	-1.4	-5.4	24.1*	-1.7	-1.7	-1.9	-0.8	i
Cc1ccc(OCCn2c(=S)[nH]c3c(N)ncnc32)cc1	3.3	1.1	-8.2	-5.9	0.9	1.7	1.8	-6.0	-0.1	i
CC(C(=O)Nc1ccccc1Oc1ccccc1)c1ccccc1 (stereo not drawn)	-1.3	16.0	-3.1	-4.4	5.4	-0.7	0.3	-0.1	-2.3	i
Cn1ccnc1C(O)(c1ccccc1)c1ccccc1	0.2	-4.9	-0.7	-0.2	5.6	2.1	-1.4	-2.2	-0.9	i
CCC(C)Nc1nc2c(c(=O)n(C)c(=O)n2C)n1C (stereo not drawn)	-6.5	-22.7	4.0	-3.9	5.3	3.3	4.3	4.1	-3.2	i
CCNC(=S)Nc1ccccc1-c1ccccc1	-0.4	3.0	-5.5	3.4	7.5	2.4	-2.2	-1.4	-2.9	i
COc1ccc(NC(=O)C/C(C)=N/NC(=O)c2cccs2)c([N+](=O)[O-])c1	5.7	15.5	1.6	-3.1	6.4	-21.8	-2.3	0.2	1.1	i
CCO[C@@H]1OC(C(=O)N2CCN(Cc3ccc4c(c3)OCO4)CC2)=C[C@H](c2ccc(Br)cc2)[C@H]1CCCO	-4.4	-5.7	-4.4	-3.2	16.6	10.3	-7.7	0.4	3.6	i
C[C@@H]1C=C(C(=O)NCc2nc3ccccc3[nH]2)O[C@H](OCCCCO)C1	-1.4	-0.4	1.7	-3.5	13.8	-1.6	4.4	-1.1	-0.7	i
COc1cccc(-c2nnc(NC(=O)c3cccc(F)c3)o2)c1	2.6	5.4	-12.9	4.6	1.0	5.9	-4.5	0.4	2.2	i
Nc1nonc1C(=O)NCCNc1ccc([N+](=O)[O-])cc1	1.8	0.5	-7.9	-7.3	-6.4	-29.0	3.2	-1.6	0.4	i

Screening results from PubChem.

The order is random (roughly 3.9% active in at least one column).
